Assay outcomes as filed in PubChem BioAssay.
KB-3-1 tox = kills parental KB-3-1 adenocarcinoma cells. KB-3-1 viability, CellTiter-Glo ATP luminescence, 72 h. 1.4% of 400,000 active. AID 1347075. Potency, µM (top dose mostly 46.1 µM), inactives show at the highest dose activity change, negative = cytotoxic, actives largely listed as cytotoxic; also: potency is read from the fitted curve at half-maximal effect; % is scaled to controls: 0 for no effect and ±100 for the full control effect; nearly all actives have a fitted effect of over 60% in size
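Screening of KB-3-1 cells (DMEM, 10% FBS, phenol-red free) ran from lowest to highest compound concentration; after 72 h at 37 °C viability was read luminescently and curves fitted.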
ATXN2 expr inh = inhibitors of ATXN2 expression; HEK-293 ATXN2-luciferase reporter, luminescence, 24 h; AID 1745845; 0.72% of 360,000 active; Potency, µM (doses to about 57 µM), inactives show top-dose activity change, negative = inhibition, most hits filed as inhibitors; also: potency is read from the fitted curve at half-maximal effect; % is scaled to controls: 0 for no effect and ±100 for the full control effect; nearly all actives have a fitted effect of over 55% in size
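ATXN2-luciferase reporter cells (luciferase flanked by upstream and downstream ATXN2 gene portions) were treated 24 h at 37 °C with compounds at up to 57 uM. SteadyGlo luminescence gave expression; GF-AFC fluorescence gave viability.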
SW480 rerep = induces DNA re-replication in SW480 colon adenocarcinoma cells; SW480 DNA re-replication, Hoechst DNA content imaging, 48 h; Potency, µM (top dose mostly 46.1 µM), for inactives: at the top dose re-replication activation, most hits filed as activators; 1.8% of 340,000 active; AID 624297; also: potency is read from the fitted curve at half-maximal effect; % of control where 0% means no effect; nearly all actives have a fitted effect of over 55% in size
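Image-based DNA-content assay: after two days of treatment, nuclei were labelled with the DNA dye Hoechst and imaged, and hits were compounds raising the count of nuclei showing high fluorescence intensity.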
IL1B secr inh = blocks inflammasome-driven IL-1 beta release | activity change, % at 57.5 µM | THP-1 LPS/ATP IL-1B secretion, AlphaLISA, 16 h; stronger effect = lower value | AID 743279 | 4.7% of 360,000 active; in the data active = activity change below about -50%; inconclusive = mostly about -30% to -49%; also: % is scaled to controls: 0 for no effect and ±100 for the full control effect
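THP-1 cells pretreated 1 hr with compounds (up to 57.5 uM final), then stimulated with LPS (250 ng/mL final) plus ATP (1.25 mM final); secreted IL-1B measured by AlphaLISA after 16 hr, decreased signal indicating inhibition.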
KB-V1 MDR tox = kills drug-selected multidrug resistant KB-V1 cells. 3.4% of 400,000 active. Potency, µM (titrated, usually from 46.1 µM), for the others: top-dose activity change, negative = cytotoxicity, most hits filed as cytotoxic. KB-V1 MDR cells viability, CellTiter-Glo, 72 h. AID 1347076; also: potency is read from the fitted curve at half-maximal effect; % is scaled to controls: 0 for no effect and ±100 for the full control effect; nearly all actives have a fitted effect of over 60% in size
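Readout: CellTiter-Glo luminescence, 10 min after addition. Cells: KB-V1 MDR subline, 72 h at 37 degrees C with compound. Analysis: corrected, normalized data fitted to concentration-effect curves.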
HT1080-NT tox = kills 2HG-producing HT-1080-NT fibrosarcoma cells; HT-1080-NT fibrosarcoma viability, CellTiter-Glo ATP luminescence, 48 h; Potency, µM (titrated, usually from 46.1 µM), for the others: top-dose activity, negative = less viability, actives largely listed as cytotoxic; 1.6% of 360,000 active; AID 686970;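 also: NT is the 2HG producing partner of a matched IDH1 knockdown line; potency is read from the fitted curve at half-maximal effect; 0% = DMSO-treated cells and -100% = media-only wells without cells; nearly all actives have a fitted effect of over 55% in size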
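Luminescent CellTiter-Glo readout after 48 hours of compound exposure at 37 degrees C defined viability of HT-1080-NT cells. Activity was normalized to DMSO wells and cell-free media wells; concentration-response curves were fitted and assigned curve classes.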
HT1080 IDH1KD tx = kills HT-1080 cells with IDH1 knockdown | 2% of 360,000 active | Potency, µM (series often up to 46.1 µM), for inactives: top-dose activity, negative = toxicity, usual class: cytotoxic | HT-1080 IDH1 knockdown viability, ATP luminescence, 48 h;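 also: potency is read from the fitted curve at half-maximal effect; 0% = DMSO wells and -100% = cell-free medium wells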
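IDH1KD HT-1080 cells, 750/well, RPMI + 5% FBS; compound pinned after 2 h settling; 48 h, 37 °C; CellTiter-Glo luminescence; % activity normalised to DMSO and no-cell wells; curves fitted, classed by r2 and efficacy.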
MCF10A rerep = induces DNA re-replication in MCF 10a normal breast cells; MCF 10A DNA re-replication, Hoechst nuclear intensity, 48 h; Potency, µM (doses to about 46.1 µM), for inactives: at the top dose activity, positive = re-replication, usual class: activators; 2.9% of 350,000 active; AID 624296; also: potency is read from the fitted curve at half-maximal effect; % of control where 0% means no effect; nearly all actives have a fitted effect of over 50% in size
S2 tox = cell viability loss in ATXN counter-screen; S2 cells (HEK-293 line with an ATXN2-luciferase reporter) viability, CellTiter-Fluor protease fluorescence, 24 h; Potency, µM (doses to about 56.7 µM), usual class: cytotoxic; 0.49% of 400,000 active; AID 651635; also: potency is read from the fitted curve at half-maximal effect; nearly all actives have a fitted effect of over 40% in size
Active calls of the source: *; i = inactive; u = inconclusive; x = not tested or not shown; [ ] = remark or other dose. Unless noted, calls follow the shape of the dose curve; as a rule, active = well fitted curve in the direction sought with a large enough effect; inconclusive = small, poorly fitted or top-dose-only effect, or another doubt; inactive = no such curve, though single readings can be large; an effect the other way counts as inactive or inconclusive.

cpd	canonical_smiles	SW480 rerep	ATXN2 expr inh	KB-3-1 tox	S2 tox	HT1080 IDH1KD tx	MCF10A rerep	HT1080-NT tox	IL1B secr inh	KB-V1 MDR tox
1	Cc1cccc(C)c1NC(=O)C1(N2C(=O)CC2c2ccccc2)CCCCC1 (stereo not given)	1.6%	-4.4%	-10.9%	i	7.5%	1.0%	6.9%	-11.0	-12.4%
2	O=C(NC12CC3CC(CC(C3)C1)C2)N1CCN(c2ncccn2)CC1	u	-4.8%[11.3 µM]	-0.8%	i	1.7%	11.2%	16.3%	-12.4	-25.8%
3	O=C(N/N=C/c1ccc(Br)cc1)c1ccc(Br)o1	-7.1%	39.8%	15.3%	i	19.0%	-3.9%	15.8%	33.5	6.9%
4	CCCOc1ccc(/C(O)=C2\C(=O)C(=O)N(c3ccccn3)C2c2ccccc2F)cc1C (stereo not given)	21.5%	19.1%	-6.1%	i	u	u	u	3.1	18.4µM*
5	Cc1cc(OCC(=O)NCCc2cccc(F)c2)c2c(C)cc(=O)oc2c1	u	-4.9%	3.7%	i	2.3%	1.4%	0.6%	3.8	1.1%
6	COc1ccc(NC(=O)C(CCSC)NC(N)=O)cc1NS(=O)(=O)c1ccc(F)cc1 (stereo not given)	-5.1%	x	1.8%	i	-3.2%	-3.8%	3.9%	0.0	4.3%
7	Cc1ccc(S(=O)(=O)NCCSCc2ccco2)cc1	u	-3.9%	0.5%	i	-2.6%	2.9%	2.0%	-10.6	1.9%
8	CC(=O)Nc1ccc(N=Cc2c(O)ccc3ccccc23)cc1	-7.7%	x	3.7%	u	-5.3%	3.0%	-3.0%	18.5	4.7%
9	COc1ccc(/C=C2/C(=N)N3N=C(CC(=O)N4CCCC4)SC3=NC2=O)cc1OC	-10.8%	-5.8%	1.0%	i	0.9%	6.0%	-1.4%	9.3	118.5%
10	CCOC1(C(F)(F)F)NC(=O)N(Cc2ccc(OC)cc2)C1=O (stereo not given)	-0.5%	3.8%	15.0%	i	2.7%	-0.4%	-0.4%	49.6	0.1%
11	COc1cccc(N2CC(O)=C(c3nc4ccccc4s3)C2=N)c1	3.66µM*	x	7.31µM*	i	u	u	u	61.5	3.26µM*
12	CCO[C@H]1OC(C(=O)N2CCN(Cc3ccc4c(c3)OCO4)CC2)=C[C@@H](c2csc3ccccc23)[C@@H]1CCCO	1.8%	u	u	u	u	164.7%	u	-60.9*	-19.2%

Printed as active in SW480 rerep, of those listed so far:
item | structure | SW480 rerep | IL1B secr inh
11 | COc1cccc(N2CC(O)=C(c3nc4ccccc4s3)C2=N)c1 | 3.66µM* | 61.5

(continued)
cpd	canonical_smiles	SW480 rerep	ATXN2 expr inh	KB-3-1 tox	S2 tox	HT1080 IDH1KD tx	MCF10A rerep	HT1080-NT tox	IL1B secr inh	KB-V1 MDR tox
13	C[C@H]1CN=C(N(C)C)N1CCCC1CCCCC1	-14.6%	-14.9%	-6.0%	i	-4.6%	15.6%	-7.7%	-9.0	2.7%
14	CN=C(Nc1cc(C)nn1CCC#N)c1ccccc1F	5.3%	3.9%	-8.1%	i	-6.1%	28.6%	3.1%	-11.3	-0.1%
15	O=C(c1cc2n(n1)C(C(F)(F)F)CC(c1ccc(F)cc1)N2)N1CCCC1 (stereo not given)	1.1%	-15.8%	1.4%	i	0.0%	u	-19.6%	-6.8	-17.0%
16	O=C(O)CCC(=O)N1CCN(S(=O)(=O)c2cccs2)CC1	-0.8%	-7.5%	x	i	-3.0%	0.1%	-3.3%	3.7	x
17	O=C(Cn1c(NCCCO)nc2ccccc21)c1ccc(Cl)cc1Cl	0.6%	6.7%	15.3%	i	-23.2%	7.9%	-26.6%	-10.5	-7.7%
18	O=C(NCc1cccc(Cl)c1)c1ccncc1	-10.3%	6.9%	4.8%	i	-0.8%	-19.2%	9.4%	42.7	5.2%
19	O=[N+]([O-])c1ccc(S(=O)(=O)Nc2ccc(-c3ccc(N4CCOCC4)nn3)cc2)cc1	-2.1%	4.7%	-2.8%	i	-6.9%	11.8%	-10.2%	-10.8	1.2%
20	Cc1nc(-c2ccc(-n3nncc3-c3ccco3)cc2)cs1	-82.4%[inhibitor]	13.7%	-17.6%	i	3.2%	-1.8%	-25.0%	-18.6	u
21	Cc1cc(/C=C2\C(=N)N3N=C(CC(=O)N4CCOCC4)SC3=NC2=O)c(C)n1-c1ccccc1	-11.3%	x	13.6%	i	-8.7%	-15.5%	-0.5%	11.9	-11.0%
22	C/C(N)=C(/C#N)C(=O)CSc1nc2ccccc2[nH]1	2.8%	53.5%[activator]	-0.4%	i	4.6%	-6.1%	5.3%	3.9	9.0%
23	COc1ccc(C2NC(=O)NC(C)=C2C(=O)OC2CCC(C)CC2)cc1 (stereo not given)	29.7%	x	-2.5%	u	-0.7%	3.5%	-3.8%	-64.5*	0.3%
24	O=C(Cn1cccc1C(=O)c1ccccc1)NCc1cccnc1	-9.4%	16.2%	11.9%	i	1.3%	-4.2%	3.4%	-5.5	13.4%

Given screen by screen: part of the list above
22: C/C(N)=C(/C#N)C(=O)CSc1nc2ccccc2[nH]1
20: Cc1nc(-c2ccc(-n3nncc3-c3ccco3)cc2)cs1
18: O=C(NCc1cccc(Cl)c1)c1ccncc1

Assay by compound,22,20,18
SW480 rerep,2.8%,-82.4%[inhibitor],-10.3%
ATXN2 expr inh,53.5%[activator],13.7%,6.9%
KB-3-1 tox,-0.4%,-17.6%,4.8%
S2 tox,i,i,i
HT1080 IDH1KD tx,4.6%,3.2%,-0.8%
MCF10A rerep,-6.1%,-1.8%,-19.2%
HT1080-NT tox,5.3%,-25.0%,9.4%
IL1B secr inh,3.9,-18.6,42.7
KB-V1 MDR tox,9.0%,u,5.2%

(cont.)
cpd	canonical_smiles	SW480 rerep	ATXN2 expr inh	KB-3-1 tox	S2 tox	HT1080 IDH1KD tx	MCF10A rerep	HT1080-NT tox	IL1B secr inh	KB-V1 MDR tox
25	CCn1cc(C(=O)NCCCN2CCCC2)c(=O)c2cc(S(=O)(=O)N3CCc4ccccc4C3)ccc21	-45.3%[inhibitor]	x	-26.0%	i	1.3%	-3.2%	-10.1%	-29.3	20.0%
26	CC(C)[C@H](N)C(=O)NC[C@H]1CC[C@H](C(=O)N[C@@H](Cc2ccccc2)C(=O)O)CC1	1.0%	-13.8%	-2.9%	i	4.2%	u	15.5%	-2.7	29.8%
27	COc1ccccc1NC(=O)CC(NCc1ccccc1)C(=O)O (stereo not given)	-2.0%	-15.0%	-3.8%	i	-5.6%	1.8%	-2.1%	-2.8	9.5%
28	COc1ccc(-c2cc(C(F)(F)F)n3nc(C(=O)NCC45CC6CC(CC(C6)C4)C5)cc3n2)cc1OC	x	1.2%	u	i	x	x	x	x	-26.2%
29	CCC(C)NC(=S)NNC(=O)c1ccncc1 (stereo not given)	-7.9%	20.1%	9.1%	i	12.0%	-21.8%	20.7%	-4.2	u
30	CCOc1ccc(-c2cccc(NC(=O)COc3ccc(Cl)cc3)c2)nn1	-22.0%	1.5%	0.0%	i	0.4%	-0.1%	-14.0%	u	-15.1%
31	C/C(=N\N(Cc1ccccc1)c1ccccc1)c1ccncc1	3.7%	3.9%	4.5%	i	0.4%	-1.8%	-19.8%	-0.3	9.8%
32	COc1ccc(OC)c(NC(=O)CN2CCc3ccccc3C2)c1	6.5%	2.9%	13.2%	i	-9.5%	0.8%	-11.1%	u	-23.4%
33	COc1ccc(C)cc1NC(=O)NCCn1nnc2cc(S(=O)(=O)N(C)C)ccc21	x	2.5%	-4.2%	i	x	x	x	x	0.0%
34	Cc1cc(-n2c(SCc3ccccc3F)nc3n[nH]c(C)c3c2=N)ccc1Cl	u	-18.4%	-2.8%	i	20.6µM*	u	u	-0.5	u
35	COc1ccccc1N(C(=O)CNC(=O)c1ccco1)C(C(=O)NC1CCCCC1)c1ccncc1 (stereo not given)	2.5%	-4.4%	-2.2%	i	16.5%	3.0%	17.8%	1.2	5.1%
36	Cc1ccc(OCc2nnc(N)s2)cc1C	-18.2%	30.9%	5.1%	i	6.3%	-2.0%	7.6%	12.3	-2.0%
37	COc1ccc2c(c1)c1c(c(=O)n(-c3ccc(OC)c(OC)c3)c(=O)n1CC(=O)N1CCCC1)n2C	x	-2.2%	5.0%	i	x	x	x	x	u
38	COc1ccc(C(=O)N2CCN(C(=O)c3ccco3)CC2)cc1OC	-7.2%	4.9%	5.9%	i	6.2%	-2.2%	12.4%	24.9	0.7%
39	O=C(Nc1ccccc1)Nc1cccc(C(F)(F)F)c1	-0.5%	-5.5%	2.5%	i	-0.6%	-0.4%	-0.2%	-26.8	-26.9%
40	CCC(C)(C)NC(=O)C(c1ccc(OC)cc1)N(C(=O)CCC(=O)Nc1cc(C)on1)c1cccc(OC)c1 (stereo not given)	-2.3%	-21.1%	-4.4%	i	-6.1%	15.6%	-22.7%	-5.7	-30.3%
41	OCC1(CCOc2ccccc2)CCN(Cc2cccn2-c2ncccn2)CC1	-6.1%	0.0%	-2.4%	i	-1.9%	-9.6%	-17.2%	-5.1	13.5%
42	CCOC(=O)c1c(C)[nH]c(C)c1S(=O)(=O)N(C)CC(=O)N1CCN(c2ccc(Cl)cc2)CC1	x	-14.3%	0.0%	i	x	x	x	x	1.2%
43	CCOc1ccc(OCCC(=O)OCC(=O)NCCc2ccc(S(N)(=O)=O)cc2)cc1	u	-1.8%	u	i	-2.5%	-7.6%	-10.2%[9.24 µM]	0.0	u
44	Cc1cc(NS(=O)(=O)c2ccc(NS(=O)(=O)c3ccc(Br)cc3)cc2)no1	1.5%	4.1%	7.2%	i	15.1%	-2.6%	8.5%	-2.6	4.2%
45	CN(C)c1ccc(N2C(=O)CC(Nc3ccc(N4CCOCC4)cc3)C2=O)cc1 (stereo not given)	-2.6%	-3.6%	0.3%	i	10.4%	-4.8%	8.6%	-0.6	13.2%

Single entries from the results shown.
SW480 rerep, compound 8 reads -7.7%
MCF10A rerep, compound 13 reads 15.6%
ATXN2 expr inh, compound 42 reads -14.3%
